# Screening data from PubChem.
# SIRT5 inh: sirtuin-5 (human) deacylase inhibition; 330,000 compounds, 1.1% hits; Q9NXA8; AID 652115; inhibition, % at 15 µM; Purified SirT5, succinyl-peptide AMC, trypsin-coupled fluorescence; in the data active means inhibition above about 15%
# Target sequence (Q9NXA8 whole entry, looked up): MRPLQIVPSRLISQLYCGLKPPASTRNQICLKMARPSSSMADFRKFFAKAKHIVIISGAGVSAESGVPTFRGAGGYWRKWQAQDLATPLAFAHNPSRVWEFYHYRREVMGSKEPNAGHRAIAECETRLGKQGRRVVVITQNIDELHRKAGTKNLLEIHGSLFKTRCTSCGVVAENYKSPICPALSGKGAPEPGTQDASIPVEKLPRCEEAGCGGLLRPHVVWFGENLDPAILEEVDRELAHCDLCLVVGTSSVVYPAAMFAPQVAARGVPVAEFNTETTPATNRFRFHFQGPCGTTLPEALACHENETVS
# ARNT-TACC3 inh: ARNT/TACC3 interaction disruption. inhibition, % at 9.99 µM. 390,000 compounds, 0.66% hits. AlphaScreen His-ARNT PAS-B/GST-TACC3 binding, luminescence; TACC3 fragment carries E629A point mutation;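 active means mean inhibition of replicates at least 50% and at least half of replicates each reaching 50%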;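 further: 0% = complete ARNT plus TACC3 wells and 100% = ARNT alone without TACC3; many hits fall short of the cut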
# esBAF inh: inhibitors of esBAF chromatin remodeling in mouse ES cells; reporter increase, % at 12.5 µM; Bmi1-luciferase knock-in reporter, 24 h; 100% = twice the neutral-well signal; AID 602393; 350,000 compounds, 2% hits; in the data active means activation above about 40%;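 further: 0% = median of the plate's neutral control wells and 100% = double that signal; a rise in the Bmi1 reporter signal indicates esBAF inhibition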
# ERp5 block: inhibitors of human ERp5 | Q15084 | ERp5 insulin aggregation, absorbance 650 nm, 90 min | inhibition, % at 9.99 µM | 350,000 compounds, 0.05% hits | AID 651711;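 active means mean replicate inhibition above about 25%, with every replicate also reaching it, limit read from the data, passing the limit was not always enough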
# Target sequence (Q15084 whole entry, looked up): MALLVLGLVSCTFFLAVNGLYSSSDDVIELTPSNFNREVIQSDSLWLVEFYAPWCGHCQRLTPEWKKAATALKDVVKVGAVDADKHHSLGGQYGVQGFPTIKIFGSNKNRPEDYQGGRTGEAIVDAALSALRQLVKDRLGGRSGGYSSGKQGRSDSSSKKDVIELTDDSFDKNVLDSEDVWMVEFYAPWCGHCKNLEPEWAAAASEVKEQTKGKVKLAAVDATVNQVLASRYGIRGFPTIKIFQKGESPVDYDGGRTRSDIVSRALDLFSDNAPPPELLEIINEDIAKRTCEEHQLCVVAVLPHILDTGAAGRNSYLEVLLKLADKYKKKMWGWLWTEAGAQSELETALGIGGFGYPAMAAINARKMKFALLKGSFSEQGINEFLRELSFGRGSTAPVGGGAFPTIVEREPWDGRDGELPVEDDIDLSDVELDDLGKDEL
# miR122 inh: blocks miR-122 activity in Huh7 sensor cells; 340,000 compounds, 0.3% hits; activation (reporter increase), % at 12.5 µM; Huh7 miR-122 Renilla luciferase sensor, 48 h; neutral wells = 0, positive control = 100;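 active means mean replicate activation score at least 90 and every replicate individually at or above 90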;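 further: higher luciferase means less miR-122 activity so hits act as miR-122 inhibitors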
# Cneo AK release: Cryptococcus neoformans lysis via adenylate kinase release | 360,000 compounds, 0.2% hits | lysis activity, % at 15 µM | C. neoformans lysis, adenylate kinase release luminescence, 4 h; normalised: neutral wells 0, clomiphene wells 100;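 active means mean lysis activity across replicates of at least 80%, whatever share of replicates individually reach that level; inactive means mean lysis activity below 80%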
#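 Assay system: log-phase C. neoformans yeast / Quantity: yeast cell density of 5 × 10^6 cells/mL / Medium: fresh YPD growth medium / Compound: single dose / Timing: static 4 h at 37 °C with compound, 1 h detection / Measured by: adenylate kinase release luminescence / Read-out: lysis from increased AK signal / Benchmarks: Clomiphene as positive lysis control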
# C2C12 statin: protects C2C12 myotubes from simvastatin toxicity | 330,000 compounds, 0.78% hits | ATP luminescence, 48 h; scaled: DMSO 0, geranylgeraniol control 100 | rescue of ATP level, % at 7.49 µM;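 active means mean ATP rescue above about 67%, or every replicate alone reaching that limit, limit read from the data, passing the limit was not always enough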;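 further: myotubes were challenged with 10 µM simvastatin during compound exposure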
# Numbers without * were called inactive; . = no result given; [ ] = another dose, or the depositor's remark.
# Values run as follows: SIRT5 inh, ARNT-TACC3 inh, esBAF inh, ERp5 block, miR122 inh, Cneo AK release, C2C12 statin
- C[C@@H]1CN([C@H](C)CO)C(=O)c2cc(NC(=O)C3CCCCC3)ccc2O[C@H]1CN(C)Cc1ccccc1
  8, 5, 1, 0, 3[16.7 µM], -9, -10
- CCCN1CCN(C(=O)c2ccc(CS(=O)c3ccc(F)cc3)o2)CC1 (configuration not stated)
  0, 1, -5, ., ., 1, 55
- COc1ccccc1CNS(=O)(=O)c1c(C)[nH]c(C)c1C(=O)N1CCCC1
  3, -3, -4, 2, -5, -1, -2
- Cc1cc(C)n(-c2ccc(C(=O)OCC(=O)Nc3ccccc3F)cc2)n1
  -1, -7, -5, -12, -4, -1, -5
- O=C(COC(=O)c1cc(S(=O)(=O)N2CCOCC2)cs1)c1ccccc1
  ., -1, -6, ., -2, -1, 0
- COC(=O)Nc1cc(C)nc2ccccc12
  ., 6, -7, ., 7, -2, 3
- Cc1cc(C)n(C(=O)c2cc3c(s2)CCCC3)n1
  ., -3, 14, ., 4, 1, -6
- CC[C@@]12C(=O)N(c3ccc(OC)cc3)C(=O)N1[C@H](c1ccc(Cl)cc1)[C@@H]1C(=O)N(C3CCCCC3)C(=O)[C@@H]12
  -2, 14, -3, -7, -4, -3, 8
- CC(=O)c1ccc(-n2nncc2C(C)(C)C)cc1
  -3, -4, ., -3, ., ., .
- C/C(=N\NC(=O)c1ccn(C)n1)c1cccc(NC(=O)c2ccncc2)c1
  ., 0, ., ., -5, 3, .
- CN(c1ncc(C(F)(F)F)cc1Cl)n1cc(C(=O)O)c2ccccc2c1=O
  ., 1, -10, ., 0, 1, 11
- CCNC(=O)n1nccc1C(C)Oc1cccc(C(F)(F)F)c1 (configuration not stated)
  ., -2, 5, ., 4, -3, 10
- CCOc1ccc(CC(=O)NCc2ccc3c(c2)cc(C)n3C)cc1
  2, -2, 1, 0, -3, -1, -6
- CO[C@@H]1CN(C)C(=O)c2cc(NS(C)(=O)=O)ccc2OC[C@@H](C)N(Cc2ccccn2)C[C@@H]1C
  ., ., 1, ., 6[16.7 µM], ., 5
- C[C@H](CO)N1C[C@H](C)[C@H](CN(C)Cc2ccncc2)Oc2ccc(NS(C)(=O)=O)cc2CC1=O
  ., ., -4, 9, -8[16.7 µM], 0, 1

# The closing four compounds of the part before lead into the next.
# Values run as follows: SIRT5 inh, ARNT-TACC3 inh, esBAF inh, ERp5 block, miR122 inh, Cneo AK release, C2C12 statin
- CCNC(=O)n1nccc1C(C)Oc1cccc(C(F)(F)F)c1 (configuration not stated)
  ., -2, 5, ., 4, -3, 10
- CCOc1ccc(CC(=O)NCc2ccc3c(c2)cc(C)n3C)cc1
  2, -2, 1, 0, -3, -1, -6
- CO[C@@H]1CN(C)C(=O)c2cc(NS(C)(=O)=O)ccc2OC[C@@H](C)N(Cc2ccccn2)C[C@@H]1C
  ., ., 1, ., 6[16.7 µM], ., 5
- C[C@H](CO)N1C[C@H](C)[C@H](CN(C)Cc2ccncc2)Oc2ccc(NS(C)(=O)=O)cc2CC1=O
  ., ., -4, 9, -8[16.7 µM], 0, 1
- CC(OC(=O)CCc1nc2ccccc2c(=O)[nH]1)C(=O)NCc1ccc2c(c1)OCO2 (configuration not stated)
  ., -5, -6, ., -20, -1, -5
- CCOC(=O)c1sc(N)nc1C(C)C
  ., 1, 10, ., 2, -1, .
- COc1ccc(C2c3c(ncn(Cc4ccco4)c3=N)Oc3ccc4ccccc4c32)cc1 (configuration not stated)
  0, 5, -4, 2, 28, 4, 11
- O=C(O)c1cccc(NC(=O)c2cccc(S(=O)(=O)Nc3cccc([N+](=O)[O-])c3)c2)c1
  -4, 2, -4, 1, -1, 4, 7
- C[C@H](CO)N1C[C@H](C)[C@H](CN(C)C)Oc2ncc(-c3cccc(C#N)c3)cc2C1=O
  -3, -2, 1, 2, 4[16.7 µM], 3, .
- CC(C)Cn1c(N)c(C(=O)CSc2ncn[nH]2)c(=O)n(C)c1=O
  2, -4, 2, 2, -16, 0, 5
- CCOC(=O)Cc1cnc(N)s1
  3, -1, -9, -3, -1, 0, -3
- CC1(C(=O)NS(=O)(=O)C2CC2)CCCN(C(=O)c2ccc3c(c2)OCO3)C1 (configuration not stated)
  -2, ., -2, 2, ., -6, 2
- COc1ccc(Nc2nc(-c3ccccc3O)nc3ccccc23)cc1
  -5, 2, 1, 3, -8, -3, -57
- C[C@H](CO)N1C[C@H](C)[C@H](CN(C)C(=O)c2ccccc2)Oc2cc(C#CC3CC3)ccc2S1(=O)=O
  -3, -7, 2, 0, 9[16.7 µM], 0, 28
- COc1ccc(NC(=O)N(C)C[C@H]2Oc3ncc(-c4ccc(C#N)cc4)cc3C(=O)N([C@H](C)CO)C[C@H]2C)cc1
  -2, -9, 1, -1, 6[16.7 µM], 3, 6
- COc1ccc(NC(=O)CN2C(=O)c3ccccc3S2(=O)=O)cc1S(=O)(=O)N1CCOCC1
  -1, 1, 0, 0, ., ., 1
- CO[C@H](CN(C)S(=O)(=O)c1ccccc1)[C@H](C)CN(C(=O)Nc1ccccc1F)[C@H](C)CO
  -1, -5, 6, -3, ., -9, 15
- CN(C)CC(=O)N1[C@@H]2Cn3c(ccc(-c4ccncc4)c3=O)[C@H]1[C@@H](C(=O)NC1CCC1)[C@@H]2CO
  -40, -5, -3, 4, 4[16.7 µM], 1, -18
- COc1ccc(NC(=O)c2sc(=S)[nH]c2N)cc1
  ., 7, ., ., 3, -2, .
- O=C(NC1CCCC1)C(c1ccncc1)N(C(=O)Cc1cccs1)c1cccc(F)c1 (configuration not stated)
  -3, 13, -2, 0, 10, -2, -8
- Fc1ccc(N/N=C/c2ccncc2)c(F)c1
  -1, 1, ., 0, -1, 13, .
- COc1ccc(-c2oc3ccc(-c4ccc(OC)nc4)cc3c2C#CC2(O)CCCCC2)cc1
  -2, ., -11, -2, ., -5, 4
- C[C@H]1CN([C@@H](C)CO)S(=O)(=O)c2ccc(-c3ccc(C#N)cc3)cc2O[C@H]1CN(C)Cc1cccc(F)c1
  -3, -2, -6, 4, -3[16.7 µM], 1, -2
- CCCCCc1ccc(-c2cn(CCCOCc3ccccc3)nn2)cc1
  -1, -23, -13, 4, ., -3, 2
- Cc1cc(C)nc(N2CCCC(C(=O)Nc3cc(F)ccc3C)C2)n1 (configuration not stated)
  -2, -1, -7, 1, 0, 0, 10
- Cc1ccc(S(=O)(=O)N[C@@H]2CC[C@@H](CCNC(=O)C3CCOCC3)O[C@@H]2CO)cc1
  4, -14, -7, 3, ., -5, 6
- CC(C)(C)c1ccc(OCC(=O)N/N=C/c2ccc(N3CCOCC3)cc2)cc1
  ., 4, ., ., 1, -3, .
- Cc1ccc([N+](=O)[O-])cc1N=C1C(=O)Nc2ccccc21
  -5, -1, 7, 3, -3, -2, 10
- CCOc1ccc2c(c1)sc1nc(C(=O)OC)cc(=O)n12
  ., 3, 4, ., -12, 0, 1
- CO[C@H]1CN(C)C(=O)c2cc(NS(=O)(=O)c3c(C)noc3C)ccc2OC[C@H](C)NC[C@@H]1C
  15, -5, 4, -2, ., 0, -9
- CCOC(=O)CNS(=O)(=O)c1cc(-c2nnc(Nc3ccc4c(c3)OCO4)c3ccccc23)ccc1C
  ., -63, 3, ., 106*, ., 8
- CCN(CC)Cc1c(C(=O)N2CCc3ccccc3C2)nc2ccc(Cl)cn12
  -32, -7, ., -3, ., ., .
- Cc1cc(C(=O)Nc2nc3c(s2)CCCC3)cs1
  ., ., -25, ., 8, -3, -30
- c1coc(-c2nc(-c3ccncc3)no2)c1
  ., 0, -1, ., 5, -1, -5

# Look-ups from the results shown:
# Entry for `C/C(=N\NC(=O)c1ccn(C)n1)c1cccc(NC(=O)c2ccncc2)c1` under ARNT-TACC3 inh: 0
# Entry for `C[C@H](CO)N1C[C@H](C)[C@H](CN(C)Cc2ccncc2)Oc2ccc(NS(C)(=O)=O)cc2CC1=O` under ERp5 block: 9
# Entry for `Cc1cc(C)n(-c2ccc(C(=O)OCC(=O)Nc3ccccc3F)cc2)n1` under SIRT5 inh: -1
# Entry for `O=C(O)c1cccc(NC(=O)c2cccc(S(=O)(=O)Nc3cccc([N+](=O)[O-])c3)c2)c1` under Cneo AK release: 4

# Entries of single compounds, looked up by structure. Order of values: SIRT5 inh | ARNT-TACC3 inh | esBAF inh | ERp5 block | miR122 inh | Cneo AK release | C2C12 statin
# Entry for Fc1ccc(N/N=C/c2ccncc2)c(F)c1 : -1 | 1 | . | 0 | -1 | 13 | .
# Entry for Cc1ccc([N+](=O)[O-])cc1N=C1C(=O)Nc2ccccc21 : -5 | -1 | 7 | 3 | -3 | -2 | 10
# Entry for c1coc(-c2nc(-c3ccncc3)no2)c1 : . | 0 | -1 | . | 5 | -1 | -5
# Entry for CCOc1ccc2c(c1)sc1nc(C(=O)OC)cc(=O)n12 : . | 3 | 4 | . | -12 | 0 | 1

# Returning to the listing, starting 2 compounds before the break.
# Values run as follows: SIRT5 inh, ARNT-TACC3 inh, esBAF inh, ERp5 block, miR122 inh, Cneo AK release, C2C12 statin
- Cc1cc(C(=O)Nc2nc3c(s2)CCCC3)cs1
  ., ., -25, ., 8, -3, -30
- c1coc(-c2nc(-c3ccncc3)no2)c1
  ., 0, -1, ., 5, -1, -5
- Cc1c(C(=O)N2CCN(S(=O)(=O)c3ccccc3)CC2)oc2ccc(Br)cc12
  ., -2, -3, -2, 1, 2, -10
- CN1C2=CC=CC=CC2=[N+](C)C12C([N+](=O)[O-])=CC(=[N+]([O-])[O-])C=C2[N+](=O)[O-] (configuration not stated)
  -1, -5, -6, 2, 3, 1, 19
- CCOc1ccc2[nH]c(C)c(CN3CCN(CC)CC3)c(=O)c2c1
  ., 0, -5, ., 1, 2, -1
- C[C@H](CO)N1C[C@H](C)[C@@H](CN(C)C(=O)c2ccccn2)Oc2ncc(C3=CCCCC3)cc2C1=O
  1, 0, -1, -1, 11[16.7 µM], -2, 54
- CCOc1ccccc1NC(=S)N(CCOC)C1CCN(C(C)=O)CC1
  -8, -1, 0, 3, 3, -1, 0
- COc1cc(CNn2c(C)n[nH]c2=S)cc(Cl)c1OCC(=O)NC(C)(C)C
  -1, -6, -10, 2, 12, 5, -5
- Nc1n[nH]c(N)c1N=Nc1ccc2c(c1)OCO2
  -4, -5, ., 7, ., ., .
